MLL CXXC-DNA inh: MLL CXXC-DNA interaction inhibition; Q03164; MLL-CXXC / FITC-HOXA9 DNA fluorescence polarization; Potency, µM (top dose mostly 115 µM), inactives show at the top dose activity change, negative = inhibition, hits mostly inhibitors; hit rate 0.037% among 290,000; AID 2662; active = well fitted inhibition curve with a large enough effect in the polarisation, with a control signal flat, not every such curve was filed as active; inconclusive = small, poorly fitted or top-dose-only effect, or effect the other way, or a change in a side signal; inactive = no such curve, though single readings can be large or run the other way; the % refers to the polarisation; also: potency is read from the fitted curve at half-maximal effect
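Fluorescence polarization: 7 uM MLL-CXXC (stock) preincubated 5 min with compounds, then 50 nM fluorescein-HOX-A9 DNA (stock) added; 30 min ambient. Buffer 50 mM Tris-HCl pH 7.5, 50 mM NaCl, 1 mM DTT, 0.05% BSA.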
TRPV1 ag: agonists of human vanilloid receptor 1 (TRPV1). TRPV1-expressing cells, Fluo-8 calcium influx, agonist mode. activation, % at 8.33 µM. hit rate 0.19% among 320,000; in the data active = activation above about 80%; inconclusive = between about 30% and that limit; also: 0% is about no effect
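TRPV1-expressing cells were cultured overnight at 35.5C and loaded with Fluo-8 calcium dye for 40 to 90 min at room temperature. After a 10 s baseline, compound was added and calcium influx was read kinetically for 3 min (ex 480/em 520 nm).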
GALK inh: blocks human galactokinase activity | P51570 | Purified GALK, Kinase-Glo residual ATP luminescence | Potency, µM (highest dose often 57.5 µM), inactives show at the highest dose activity change, negative = inhibition, most hits filed as inhibitors | hit rate 0.007% among 270,000 | AID 1868; also: potency is read from the fitted curve at half-maximal effect; % is scaled to controls: 0 for no effect and ±100 for the full control effect
Target sequence (P51570 whole entry, looked up): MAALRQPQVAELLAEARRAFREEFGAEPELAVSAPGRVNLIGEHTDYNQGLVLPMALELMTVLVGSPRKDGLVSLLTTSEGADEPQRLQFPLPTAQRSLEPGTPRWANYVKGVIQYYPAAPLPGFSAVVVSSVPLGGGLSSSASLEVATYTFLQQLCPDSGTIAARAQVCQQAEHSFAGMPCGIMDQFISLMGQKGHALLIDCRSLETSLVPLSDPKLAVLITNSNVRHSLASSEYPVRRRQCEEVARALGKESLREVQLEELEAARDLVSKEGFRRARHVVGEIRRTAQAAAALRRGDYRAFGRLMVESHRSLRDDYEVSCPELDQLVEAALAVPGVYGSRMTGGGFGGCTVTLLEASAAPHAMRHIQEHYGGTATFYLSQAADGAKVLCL
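Galactose (100 uM) and ATP (35 uM) were turned over by 5 nM GALK for 1 h at RT. Kinase-Glo Plus then converted the remaining ATP into a luminescent signal.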
AT treatment: candidate therapy for ataxia-telangiectasia. […] A-T fibroblasts, KAP-1 phosphorylation AlphaLISA; neocarzinostatin DNA damage 30 min before lysis. Potency, µM (highest dose often 57.5 µM), inactives show top-dose activation, actives largely listed as activators. hit rate 0.19% among 320,000; also: potency is read from the fitted curve at half-maximal effect; % of control where 0% means no effect; nearly all actives have a fitted effect of over 45% in size
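ATM-like activity read as KAP-1 phosphorylation via AlphaLISA donor/acceptor antibody pairs after lysis and 6 hr at 25C. Cells were ATM-null patient fibroblasts ([…], hTERT), dosed 60 min, then exposed to the DSB inducer NCS for 30 min.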
MBNL1 CUG block: blocks human MBNL1 binding to CUG repeat RNA. TR-FRET MBNL1-His/biotin-(CUG)12 binding, 665/545 ratio. Potency, µM (series often up to 57.5 µM), for inactives: top-dose activity change, negative = inhibition, most hits filed as inhibitors. hit rate 0.036% among 280,000. AID 2675; active = well fitted inhibition curve with a large enough effect in the signal ratio, with a control signal flat, not every such curve was filed as active; inconclusive = small, poorly fitted or top-dose-only effect, or effect the other way, or a change in a side signal; inactive = no such curve, though single readings can be large or run the other way; the % refers to the signal ratio; also: potency is read from the fitted curve at half-maximal effect; % is scaled to controls: 0 for no effect and ±100 for the full control effect
Target sequence (Q9NR56 whole entry, looked up): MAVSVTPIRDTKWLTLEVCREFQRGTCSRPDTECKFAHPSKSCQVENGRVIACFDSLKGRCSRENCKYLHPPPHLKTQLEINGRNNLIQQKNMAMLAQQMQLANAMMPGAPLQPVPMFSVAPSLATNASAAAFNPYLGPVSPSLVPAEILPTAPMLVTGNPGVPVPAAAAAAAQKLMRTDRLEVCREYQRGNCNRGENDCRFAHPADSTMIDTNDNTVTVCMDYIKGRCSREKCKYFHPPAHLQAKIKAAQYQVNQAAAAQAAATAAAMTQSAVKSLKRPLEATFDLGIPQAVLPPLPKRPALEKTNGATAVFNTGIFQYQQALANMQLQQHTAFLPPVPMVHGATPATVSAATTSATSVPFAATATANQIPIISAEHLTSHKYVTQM
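His-tagged MBNL1 binding to biotinylated (CUG)12 RNA was measured by TR-FRET using terbium anti-His antibody (0.055 ng/ul final) and streptavidin-XL665 (5 nM final). Compounds were titrated 92 nM to 58 uM; 60 min at room temperature.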
S-ASM inh: human S-ASM enzyme inhibition. hit rate 0.006% among 340,000. P17405. AID 504937. placental ASM, HMU-PC fluorogenic substrate, 60 min. Potency, µM (doses to about 57.5 µM), inactives show at the highest dose activity change, negative = inhibition, usual class: inhibitors; also: potency is read from the fitted curve at half-maximal effect
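Fluorescence read-out (Ex 386 nm, Em 447 nm) after stopping the reaction at pH 10. Enzyme: ASM from human placenta; substrate HMU-PC0, 9 uM final; 60 min, 37 °C. Compound preincubation 10 min, ambient temperature.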
hERG WT inh: KCNH2 (human, wildtype) channel inhibition; activity change, % at 1.84 µM; Q12809; hit rate 0.37% among 340,000; U2OS, BacMam KCNH2, thallium flux FluxOr; hits give low values;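 active = maximum activity change below -70%; inconclusive = maximum activity change between -70% and -50%; inactive = maximum activity change above -50%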; also: % is scaled to controls: 0 for no effect and ±100 for the full control effect
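U2OS cells transduced with wild-type KCNH2 virus are loaded with FluxOr dye for 45 min, and thallium flux is measured in kinetic reads before and after stimulation buffer. Rate constants are normalized to DMSO controls.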
a7 integrin act: integrin-mediated muscular dystrophy alleviation activation. Potency, µM (highest dose often 38.3 µM), without a hit: at the top dose activation, hits mostly activators. alpha7betagal myoblasts, beta-gal FDG fluorescence, 48 h. hit rate 0.064% among 350,000. AID 624291;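 also: potency is read from the fitted curve at half-maximal effect; 100% = response of the positive control SU9516; nearly all actives have a fitted effect of over 60% in size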
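alpha7betagal+/- myoblasts (passage 13, 250/well) treated 48 h at 37C with compounds at 1:260 dilution of DMSO stock. Lysed, then beta-galactosidase activity read as FDG fluorescence (ex 480/em 540) after 30 min, with pre-read for autofluorescence.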
Coupling enz: coupling enzyme interference in Giardia aldolase counter-screen. coupling enzyme system counterscreen, AmpLite Red fluorescence. activity change, negative = inhibition, % at 58.2 µM, hits read low. hit rate 0.67% among 290,000. AID 2472; in the data active = activity change below about -30%; also: % is scaled to controls: 0 for no effect and ±100 for the full control effect
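Counterscreen lacking aldolase: glyceraldehyde-3-phosphate coupling-enzyme reagent preincubated 10 min at RT with compound (at 57.5 uM final), then substrate/coupling system with AmpLite Red added; fluorescence read at 525/598 nm after 20 min RT.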
KCNH2 3.1 block: KCNH2 3.1 (human) potassium channel inhibition. U2OS KCNH2 3.1, thallium flux FluxOr; hits give low values. activity change, % (tested at about 1.8 µM). hit rate 0.95% among 340,000. AID 720553;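 active = maximum activity change below -70%; inconclusive = maximum activity change from -70% to -50%; inactive = maximum activity change above -50%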;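 also: thallium influx rate constant from kinetic fluorescence after stimulation buffer; % is scaled to controls: 0 for no effect and ±100 for the full control effect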
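We transduce U2OS cells with the mutant 3.1 virus, culture them overnight, load FluxOr with Red40 quencher for 45 min, then add stimulation buffer and read kinetically for 2 min to derive a normalized rate constant.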
Numbers without * were called inactive; ? = inconclusive; . = no result given; [ ] = remark or other dose. Unless noted, calls follow the shape of the dose curve; as a rule, active = well fitted curve in the direction sought with a large enough effect; inconclusive = small, poorly fitted or top-dose-only effect, or another doubt; inactive = no such curve, though single readings can be large; an effect the other way counts as inactive or inconclusive.

SMILES	MLL CXXC-DNA inh	TRPV1 ag	GALK inh	AT treatment	MBNL1 CUG block	S-ASM inh	hERG WT inh	a7 integrin act	Coupling enz	KCNH2 3.1 block
Clc1nc(Cl)c2ncn(-c3ccccc3)c2n1	.	.	.	.	.	8%	-16	-50%[inhibitor]	.	-7
CCP(=O)(CC)c1cccc(N)c1	8%	-2	1%	4%	-13%	0%	-13	3%	0	-1
CNC(=O)c1ccsc1NC(=O)C1CCN(S(=O)(=O)c2cccs2)CC1	.	-1	.	-5%	.	-2%	1	19%	.	25
CC1=NN(c2ccc(C(=O)O)cc2)C(=O)/C1=C/c1ccc(-c2ccccc2F)o1	?	-2	.	-6%	2%	.	.	.	2	.
Brc1ccc(N=C(c2ccccc2)c2ccncc2)cc1	13%	1	-2%	-2%	-1%	0%	3	-4%	1	12
O=C(CCc1nnc(CCc2ccccc2)o1)N1CCCCC1CCn1cccn1 (stereo not given)	16%	1	10%	1%	-4%	1%	.	2%	0	1
Nc1ccc(C(=O)Nc2ccc(OC(F)(F)C(F)F)c(NC(=O)c3ccc(N)cc3)c2)cc1	6%	0	0%	-3%	4%	-10%	16	-19%	-2	6
Cc1cccc(N(CC(=O)NC2CCCC2)C(=O)CCC(=O)Nc2cc(C)on2)c1	7%	1	3%	5%	-10%	3%	3	33%	0	4
COc1ccc(C(=O)Nc2cc(Cl)ccc2-n2cncn2)c(OC)c1OC	.	22	.	-1%	.	3%	2	-13%	.	-1
CCn1c(SCC(O)c2ccccc2)nnc1-c1ccccc1 (stereo not given)	11%	2	0%	7%	-8%	-1%	-18	22%	1	24
Cc1ccc(S(=O)(=O)N2CCN(C)CC2)c(C)c1N(C)S(=O)(=O)c1ccc(Cl)cc1	-1%	4	-2%	8%	-4%	0%	-4	-8%	-1	-94*
CC(=O)c1sc(NC(=O)c2ccc(C)cc2)nc1C	36%[activator]	15	-1%	-2%	-4%	-1%	1	8%	.	10
CC(C)(C)C1CCC(OC(=O)c2cncc(Br)c2)CC1 (stereo not given)	2%	2	-3%	-7%	-2%	6%	6	6%	1	-28
CCN(CC)C(=O)C(C)N(C#N)c1nc(NC(C)C)nc(NC(C)C)n1 (stereo not given)	-4%	7	0%	5%	-1%	1%	-20	-2%	-1	9
Cc1cccc(N=C2NC(=O)/C(=C3/C(=O)N(C)c4ccccc43)S2)c1C	-7%	5	6%	0%	6%	?	-2	-31%[inhibitor]	1	-5
O=C(Cn1c(-c2ccccc2)noc1=O)N1CCC(Cc2ccccc2)CC1	-9%	?	0%	0%[11.5 µM]	-1%	-1%	6	-40%	-5	-7
Cc1ccc(C2CC(c3ccc(Cl)cc3)n3nc(N)nc3N2)cc1 (stereo not given)	12%	-1	-1%	4%	1%	9%	4	-6%	0	-21
COc1cc(CNCC(C)C)c(Br)cc1OCC(=O)NCc1ccccc1	6%	1	1%	.	-29%	0%	-9	17%[7.66 µM]	3	-32
Cc1cc(C)cc(-n2c(C)cc(/C=N\NC(=O)COc3cccc4cccnc34)c2C)c1	5%	-6	-2%	0%	3%	-13%	.	33%	5	5
CCOc1ccc(/C=N/n2c(C)nnc2C)cc1OC	-4%	-2	-2%	0%	3%	0%	-3	-21%	-2	14
CCc1nc(SCC(=O)Nc2ccc([N+](=O)[O-])cc2)n[nH]1	1%	-6	3%	1%	?	-1%	8	2%	1	6
CCOc1cc(C(=O)Nc2ccccc2F)cc(Br)c1OCC	-9%	?	1%	2%	-8%	-5%	-6	7%	1	-4
CCCCn1c(N)c(N(CCOC)C(=O)COc2ccc(OCC)cc2)c(=O)[nH]c1=O	.	1	.	-2%	.	13%	2	-7%	.	1
COc1cc(C2C(C(=O)c3cc4ccccc4o3)=C(O)C(=O)N2c2cc(C)on2)cc(OC)c1OC (stereo not given)	-4%	6	0%	4%	25%	-3%	-7	7%	1	-19
CSc1nc2ccccc2n1CC(=O)Nc1cc(C(F)(F)F)ccc1N1CCOCC1	-2%	13	3%	.	-2%	-9%	-9	-5%	0	-9
CCOC(=O)Cc1c(C)nc2c(-c3ccccc3)c[nH]n2c1=O	11%	4	0%	-5%	-1%	2%	-7	27%	0	-1
O=C(NCCc1c[nH]c2ccccc12)C(=O)NCC1OCCCN1S(=O)(=O)c1cccs1 (stereo not given)	4%	13	5%	-7%	2%	-2%	22	24%	1	.
Cn1c(-c2cccc(Br)c2)cnc1NCc1cccnc1	-2%	-5	-4%	-4%	-12%	1%	-1	-14%	0	-5
CC(=O)Nc1ccccc1C(=O)C(=O)Nc1ccc(F)cc1	-6%	-2	5%	2%	0%	2%	-21	14%	2	-2
O=C(c1ccco1)N1CCN(C(=O)c2ccc(-c3cccc(C(F)(F)F)c3)o2)CC1	.	?	.	8%	.	-2%	-2	26%	.	4
COc1ccc(C(=O)COC(=O)Cc2n[nH]c(=O)c3ccccc23)c(OC)c1	.	2	.	1%	.	1%	2	1%	.	6
O=C(CN1C(=O)C2CC=CCC2C1=O)Nc1nc(-c2ccc(F)cc2)cs1 (stereo not given)	.	-1	.	1%	.	-3%	-1	0%	.	-15
CC1=Nc2ccccc2NC(=O)C1Sc1nnc(C)s1 (stereo not given)	-2%	-1	-2%	-5%	11%	-2%	-6	?	1	15
Clc1cccc(OCCCn2ccnc2)c1	4%	4	3%	3%	-4%	-4%	8	0%	-1	15
Cc1cnc(NC(=O)CSc2nnc(-c3ccccc3)o2)s1	2%	2	-2%	2%	10%	2%	2	-17%	2	1
Cn1c(/C(C#N)=C(\O)c2ccc(S(=O)(=O)N3CCCCC3)cc2)nc2ccccc21	?	-2	-1%	-8%	-10%	-1%	4	-17%	-1	-11
CN1CCN(C(=O)c2cnn(-c3ccccc3)c2NC(=O)c2ccccc2F)CC1	5%	-3	9%	-3%	0%	-2%	-7	11%	2	-5
Cc1cc(C)n2nc(C(=O)N/N=C/c3ccco3)nc2n1	6%	1	-1%	-14%	?	2%	-1	19%	-2	15
Cc1noc(C)c1COc1ccccc1C(=O)Nc1cccc(S(=O)(=O)N(C)C)c1	.	4	.	1%	.	-2%	-8	-17%	.	-22
COc1ccc(/C=N/n2cnc3c([nH]c4ccc(F)cc43)c2=O)cc1CN1CCCC1	182%[activator]	-1	-2%	-8%	.	-9%	-3	-52%[inhibitor]	1	-18
CCOc1ccc(/C=N/n2c(-c3ccccc3)n[nH]c2=S)cc1	0%	20	.	8%	-3%	-2%	-7	-26%	1	-10
Cc1cccc(N(CC(=O)NC(C)C)C(=O)c2ccc(N3CCCC3)nc2)c1	-7%	-1	3%	-1%	7%	1%	8	8%	-3	2
CS(=O)(=O)N(CC(=O)N/N=C/c1ccc(OCC(=O)N2CCOCC2)cc1)c1ccccc1Cl	0%	2	-2%	5%	20%	4%	1	-6%	-4	1
COc1ccc(-c2csc(N3C(=O)C4C5c6ccccc6C(c6ccccc65)[C@@H]4C3=O)n2)cc1 (stereo not given in full)	4%	-2	2%	1%	1%	1%	11	1%	0	.
O=C(NCC1CCCO1)c1cc([N+](=O)[O-])ccc1Cl (stereo not given)	-1%	4	4%	-6%	?	1%	-8	-6%	1	-5

Taken from above.
CC(=O)c1sc(NC(=O)c2ccc(C)cc2)nc1C @ TRPV1 ag = 15
Cc1cccc(N=C2NC(=O)/C(=C3/C(=O)N(C)c4ccccc43)S2)c1C @ KCNH2 3.1 block = -5

(cont.)
SMILES	MLL CXXC-DNA inh	TRPV1 ag	GALK inh	AT treatment	MBNL1 CUG block	S-ASM inh	hERG WT inh	a7 integrin act	Coupling enz	KCNH2 3.1 block
CCn1c(Cn2nnc(-c3ccccc3)n2)nnc1SCC(=O)Nc1cccc(C(C)=O)c1	2%	-1	1%	11%	4%	-2%	-30	12%	1	-21
COc1ccc(-n2ccnc2SCC(=O)NCc2ccco2)c(OC)c1	3%	2	0%	3%	4%	1%	-12	-11%	-1	-2
O=C1NC(=O)C(c2ccccc2)(c2ccccn2)N1 (stereo not given)	.	.	.	.	.	5%	-2	-3%	.	-5
O=C(CNC(=O)C1CCCCC1)Nc1ccccc1Cl	11%	1	4%	23%	-13%	5%	-6	-3%	4	15
O=C(Nc1ccc2c(c1)CCC2)c1cnccn1	-4%	-1	1%	7%	-5%	-3%	12	-13%	1	-13
Cc1ccc(S(=O)(=O)N2CCN(CC(=O)N/N=C/c3cc([N+](=O)[O-])ccc3Cl)CC2)cc1	-10%	-4	-1%	-8%	?	0%	-2	-10%	-1	-3
CCNC(=S)Nc1ccc2cn[nH]c2c1	-3%	-2	-3%	11%	-8%	6%	-8	23%	-2	7
CCN(C(=O)COC(=O)c1ccccc1Nc1ccccc1)c1c(N)n(Cc2ccccc2)c(=O)[nH]c1=O	.	.	.	.	.	29%	-15	10%	.	12
N#Cc1cnn(CC2CCCCC2)c1N	-13%	1	7%	4%	-3%	2%	-14	38%	3	3
CCCSc1nnc(NC(=O)Nc2ccc(C)cc2)s1	-5%	-4	-1%	16%	-3%	1%	2	-12%	1	-2
